Rad51 HR inh: human RAD51 strand exchange inhibitors, primary screen, biochemical, fluorescence; DNA repair protein RAD51 homolog 1 (Homo sapiens), Q06609; hRad51 DNA strand exchange, fluorescence dequenching; inhibition, % at 10 µM; 200,000 tested, 0.085% active; AID 1385, 2008;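 active = inhibition above 40% at the single screening dose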;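 note: 0% = DMSO control wells and 100% = blanks with heterologous ssDNA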
Target sequence (Q06609 whole entry, looked up): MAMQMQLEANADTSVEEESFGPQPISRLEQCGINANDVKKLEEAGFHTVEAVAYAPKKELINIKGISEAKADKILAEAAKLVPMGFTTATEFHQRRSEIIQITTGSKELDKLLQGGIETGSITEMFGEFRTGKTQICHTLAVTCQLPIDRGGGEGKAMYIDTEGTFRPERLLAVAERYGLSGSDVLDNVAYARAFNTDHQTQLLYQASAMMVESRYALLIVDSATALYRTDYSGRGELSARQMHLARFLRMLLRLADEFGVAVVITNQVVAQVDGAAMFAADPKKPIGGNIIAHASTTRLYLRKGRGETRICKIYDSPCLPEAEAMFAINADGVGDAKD
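material = hRad51 filaments on single-stranded DNA | reagent = Donor/quencher-labelled 47-bp dsDNA substrate | compound = 10 µM final, single point | schedule = strand-exchange reaction 15 min at room temperature | measured by = fluorescein emission 520 nm, excitation 485 nm | read-out basis = % inhibition versus plate control and blank means | benchmarks = plate controls and plate blanks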
zVAD death inh: inhibitors of zVAD-triggered necroptosis, primary screen, L929 cells; L929 zVAD necroptosis rescue, ATP luminescence, 24 h; with zVAD 60 µM; viability rescue, % at 10 µM; 220,000 tested, 0.38% active; AID 1377, 2008;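 active = activation, scaled between plate controls, above about 75%, limit read from the data; inactive = activation under that limit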;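 note: 0% = zVAD with DMSO and 100% = DMSO alone without zVAD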
Hck Nef HTS: inhibitors of Nef-activated human Hck kinase, primary screen, biochemical, Z-Lyte FRET, 384-well, Hck-YEEI; inhibition, % at 20 µM; 220,000 tested, 0.68% active; Recombinant Hck-YEEI plus Nef, Z-Lyte FRET kinase assay; Tyrosine-protein kinase HCK (Homo sapiens), P08631;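 active = Hck-Nef kinase inhibition above about 50%, limit read from the data; inactive = inhibition below that limit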;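 note: 0% = DMSO with Hck plus Nef and 100% = Hck alone without Nef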
FXIIa inh: human FXIIa protease inhibitors, primary screen, biochemical, 1536-well; Coagulation factor XII (Homo sapiens), P00748; purified FXIIa, Boc-QGR-AMC fluorogenic substrate, 2 h; inhibition, % at 5 µM; 220,000 tested, 0.3% active; AID 800, 2007; in the data active = inhibition above about 40%;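 note: 0% = enzyme with no compound and 100% = blank without enzyme; many of its hits are not listed in these tables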
Cl transport mod: KCC2 cotransporter modulators, thallium flux, primary screen, cell-based, HEK293 KCC2, FluoZin-2 fluorescence, MLSMR | Solute carrier family 12 member 5 (Homo sapiens), Q9H2X9 | KCC2 cells, thallium flux FluoZin-2 fluorescence | B-score of Tl+ flux slope (higher = more flux/activation; lower = inhibition) at 10 µM | 190,000 tested, 2.2% active;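 active = thallium flux slope and its plate-corrected score both differing from the plate sample mean at a set confidence after two filtering rounds, in either direction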;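 note: slope of fluorescence scaled to starting intensity during 10 to 20 s after thallium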
TNF death inh: inhibitors of TNF-alpha triggered necroptosis, primary screen, cell-based, Jurkat FADD-/-, single concentration | activation (protection from cell death), % at 10 µM | 220,000 tested, 0.068% active | Jurkat FADD-/- TNF necroptosis rescue, ATP luminescence, 24 h; 0 = TNF only, 100 = no-TNF cells;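 active = activation, meaning protection from cell death, of at least 50% relative to plate controls; inactive = activation below 50%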;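 note: necroptosis triggered by 40 ng/mL TNF-alpha added together with compound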
thrombin 1536: human alpha-thrombin inhibitors, primary screen, counter-screen for coagulation protease inhibitor project, biochemical, 1536-well, fluorogenic AMC substrate | Prothrombin (Homo sapiens), P00734 | Boc-VPR-AMC fluorogenic substrate cleavage | inhibition, % at 5 µM | 220,000 tested, 0.26% active | AID 1046, 2008;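 active = inhibition at or above 40%; inactive = inhibition below 40%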;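 note: 0% = enzyme with no compound and 100% = wells without enzyme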
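Material: human alpha-thrombin protein. Incubation: reaction at ambient temperature. Technique: fluorescence of released AMC, ex 355 nm, em 460 nm. Control set: no-compound enzyme wells and no-enzyme blanks. Also added: Boc-VPR-AMC substrate, 15 µM final. Buffer or medium: pH 7.5 Tris (50 mM) with NaCl 150 mM, Tween 20 0.05%.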
FXIa inh: human FXIa protease inhibitors, primary screen, biochemical, 1536-well; Coagulation factor XI (Homo sapiens), P03951; purified FXIa, Boc-Glu-Ala-Arg-AMC fluorogenic substrate; inhibition, % at 5 µM; 220,000 tested, 0.14% active; AID 798, 2007;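 active = inhibition of at least 40%; inactive = inhibition below 40%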;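 note: fluorescence of freed AMC excited at 355 nm; 0% = enzyme without compound and 100% = no enzyme blank; many of its hits are not listed in these tables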
Target sequence (P03951 19-387 limits assumed): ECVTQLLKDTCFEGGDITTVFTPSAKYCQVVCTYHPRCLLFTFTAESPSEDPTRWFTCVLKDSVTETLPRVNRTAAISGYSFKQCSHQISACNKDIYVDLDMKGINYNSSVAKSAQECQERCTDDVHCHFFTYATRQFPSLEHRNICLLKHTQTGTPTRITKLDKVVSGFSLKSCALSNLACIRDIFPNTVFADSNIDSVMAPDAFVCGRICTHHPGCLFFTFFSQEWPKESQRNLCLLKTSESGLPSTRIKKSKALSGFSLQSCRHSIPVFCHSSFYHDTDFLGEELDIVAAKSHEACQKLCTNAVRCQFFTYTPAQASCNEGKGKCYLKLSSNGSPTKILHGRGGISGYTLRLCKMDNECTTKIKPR
Target sequence (P03951 388-625 limits assumed): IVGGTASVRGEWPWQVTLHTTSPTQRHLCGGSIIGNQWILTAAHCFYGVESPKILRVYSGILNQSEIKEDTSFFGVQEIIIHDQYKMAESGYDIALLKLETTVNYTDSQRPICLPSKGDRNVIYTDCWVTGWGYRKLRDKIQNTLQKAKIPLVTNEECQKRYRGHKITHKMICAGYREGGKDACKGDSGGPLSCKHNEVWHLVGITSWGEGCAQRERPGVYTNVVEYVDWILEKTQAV
hK5 inh: human KLK5 protease inhibitors, primary screen, biochemical, 1536-well; 210,000 tested, 0.59% active; recombinant hK5, fluorogenic AMC substrate cleavage; AID 873, 2007; inhibition, % at 5 µM;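 active = inhibition of 40% or more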;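 note: 0% = enzyme controls without compound and 100% = no-enzyme blanks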
An asterisk follows results filed as active.

Results for CCCC(C)C1(CC)C(=O)NC(=Nc2ccc(F)cc2)NC1=O (centres undefined) ?
zVAD death inh: 0.2; Hck Nef HTS: -0.4; FXIIa inh: 6.0; TNF death inh: 0.1; thrombin 1536: 4.3; FXIa inh: -7.9; hK5 inh: -21.8

Results for Cc1ccc2nc3c(cc2c1)CC1(C(=O)N(C)C(=O)N(C)C1=O)C1COCCN31 (centres undefined) ?
Rad51 HR inh: -3.5; zVAD death inh: -0.1; Hck Nef HTS: -0.8; FXIIa inh: 20.0; Cl transport mod: 0.699; TNF death inh: -0.8; thrombin 1536: 1.9; FXIa inh: 2.0; hK5 inh: -13.5

What do the screens show for `O=c1[nH]c(O)c(N=Nc2ccc(S(=O)(=O)N3CCOCC3)cc2)c(=O)[nH]1`?
Rad51 HR inh: -3.9; zVAD death inh: 0.6; Hck Nef HTS: -17.3; FXIIa inh: 10.6; Cl transport mod: 0.074; TNF death inh: -0.3; thrombin 1536: -1.0; FXIa inh: 10.5; hK5 inh: 12.2

Results for O=C(c1ccc2c(c1)ncn2-c1ccc(F)cc1F)N1CCC2(CC1)OCCO2 ?
Rad51 HR inh: -10.9; zVAD death inh: 2.3; Hck Nef HTS: 20.4; FXIIa inh: 13.2; Cl transport mod: 0.431; TNF death inh: -5.3; thrombin 1536: -5.4; FXIa inh: -0.1; hK5 inh: -1.5

Results for CN1CCc2c([nH]c3ccccc23)C1 ?
Rad51 HR inh: 3.2; zVAD death inh: -1.1; Hck Nef HTS: 6.8; FXIIa inh: 10.6; Cl transport mod: 1.58; TNF death inh: -0.3; thrombin 1536: 0.7; FXIa inh: 6.3; hK5 inh: 3.9

How did N#Cc1ccccc1Cn1cc(C(=O)c2ccco2)c2ccccc21 do in these assays?
Rad51 HR inh: 1.5; zVAD death inh: -1.1; Hck Nef HTS: -2.9; FXIIa inh: 1.3; Cl transport mod: -0.0425; TNF death inh: -2.3; thrombin 1536: -6.0; FXIa inh: -5.7; hK5 inh: 1.6

Results for CCCC1(CCC)C(=O)NC(=Nc2ccccc2)NC1=O ?
Rad51 HR inh: -1.2; zVAD death inh: -0.5; Hck Nef HTS: -20.2; FXIIa inh: 8.5; Cl transport mod: 0.552; TNF death inh: 0.4; thrombin 1536: 2.4; FXIa inh: -5.3; hK5 inh: 0.8

Results for CS(=O)(=O)NNP(=O)(NNS(C)(=O)=O)NC(=O)c1ccc(Br)cc1 ?
Rad51 HR inh: -0.1; zVAD death inh: 0.1; Hck Nef HTS: 7.2; FXIIa inh: 9.4; TNF death inh: -0.9; thrombin 1536: -2.9; FXIa inh: 1.6; hK5 inh: -0.7

Results for Fc1ccc(Cn2nnnc2CN2CCC(n3nnc4cc(C(F)(F)F)ccc43)CC2)cc1 ?
Rad51 HR inh: -12.2; zVAD death inh: -0.3; Hck Nef HTS: 18.7; FXIIa inh: 10.9; Cl transport mod: -0.121; TNF death inh: 2.1; thrombin 1536: 1.9; FXIa inh: 0.5; hK5 inh: -1.1

What do the screens show for `O=C(Cn1ncc2c3ccccc3n(Cc3ccccc3)c2c1=O)N1CCC2(CC1)OCCO2`?
Rad51 HR inh: -1.4; zVAD death inh: 2.0; Hck Nef HTS: 0.0; FXIIa inh: 4.0; Cl transport mod: -1.04; TNF death inh: -2.4; thrombin 1536: 0.6; FXIa inh: -0.9; hK5 inh: -5.0

Results for O=C(O)c1cccc2c1NC(C(=O)O)C1CC(Sc3ccccc3[N+](=O)[O-])C(Cl)C21 (centres undefined) ?
zVAD death inh: -0.1; Hck Nef HTS: 12.9; FXIIa inh: 10.1; Cl transport mod: -1.22; TNF death inh: -0.2; thrombin 1536: 1.5; FXIa inh: 1.9; hK5 inh: -18.9

Results for CC1=NN(c2ccccc2)C(=O)C1/C=C1/C(=O)NC(=O)N(c2cccc(C)c2)C1=O (centres undefined) ?
Rad51 HR inh: 2.6; zVAD death inh: 0.1; Hck Nef HTS: -0.8; FXIIa inh: 19.8; Cl transport mod: -0.127; TNF death inh: -5.4; thrombin 1536: 5.8; FXIa inh: 4.4; hK5 inh: -0.6

What do the screens show for `CCOc1ccc(N=Cc2c(O)n(-c3cc(C)cc(C)c3)c(=O)[nH]c2=O)cc1`?
zVAD death inh: 0.3; Hck Nef HTS: 1.1; FXIIa inh: 6.6; Cl transport mod: -1.01; TNF death inh: -3.2; thrombin 1536: -6.2; FXIa inh: 4.5; hK5 inh: 3.5

How did Cc1nn(Cc2ccccc2)c(C)c1C(=O)OCC(=O)Nc1cccc(S(N)(=O)=O)c1 do in these assays?
Rad51 HR inh: 2.1; zVAD death inh: 3.2; Hck Nef HTS: 3.2; FXIIa inh: 3.5; Cl transport mod: 0.00445; TNF death inh: 2.2; thrombin 1536: 2.8; FXIa inh: -3.6; hK5 inh: -3.5

Results for CCN(CC)c1ccc(N=Cc2c(O)n(-c3ccc(Cl)cc3)c(=O)[nH]c2=O)cc1 ?
Rad51 HR inh: -47.9; zVAD death inh: 0.4; Hck Nef HTS: 0.5; FXIIa inh: 17.9; Cl transport mod: 0.997; TNF death inh: -5.0; thrombin 1536: -1.1; FXIa inh: 6.2; hK5 inh: 2.9

What do the screens show for `COCCCNC(=O)c1c(NC(=O)c2ccco2)n(Cc2ccccc2)c2nc3ccccc3nc12`?
Rad51 HR inh: -12.8; zVAD death inh: -1.2; Hck Nef HTS: 12.2; FXIIa inh: -12.9; TNF death inh: -3.5; thrombin 1536: -7.2; FXIa inh: -14.6; hK5 inh: -180.8

How did O=C(N/N=C/c1c(O)n(-c2ccccc2)c(=O)[nH]c1=O)c1ccncc1 do in these assays?
Rad51 HR inh: -14.1; zVAD death inh: -0.2; Hck Nef HTS: 2.3; FXIIa inh: 11.4; Cl transport mod: -0.326; TNF death inh: 2.3; thrombin 1536: 3.3; FXIa inh: 3.6; hK5 inh: -67.4

Results for C=CCn1c(O)c(C(CC)=Nc2ccccc2NC(C)=O)c(=O)[nH]c1=O ?
Rad51 HR inh: 3.4; zVAD death inh: 0.7; Hck Nef HTS: 3.8; FXIIa inh: 8.2; Cl transport mod: 1.1; TNF death inh: -1.9; thrombin 1536: -6.4; FXIa inh: -0.9; hK5 inh: -32.3

How did CCOP(=O)(OCC)C(O)c1ccc(N(C)C)cc1 (centres undefined) do in these assays?
Rad51 HR inh: 7.8; zVAD death inh: 0.1; Hck Nef HTS: 16.8; FXIIa inh: 10.3; Cl transport mod: -0.119; TNF death inh: 4.7; thrombin 1536: 2.4; FXIa inh: -0.1; hK5 inh: -1.4

How did CN(C)c1ccc(/C=C2\C(=O)NC(=O)N(Cc3ccc(F)cc3)C2=O)cc1 do in these assays?
Rad51 HR inh: -14.8; zVAD death inh: 0.8; Hck Nef HTS: 25.6; FXIIa inh: 15.6; Cl transport mod: -1.29; TNF death inh: 3.9; thrombin 1536: -3.3; FXIa inh: 2.3; hK5 inh: 1.8

What do the screens show for `COC(=O)c1ccc(N2C(=O)CC(N3CCC(n4c(=O)[nH]c5ccccc54)CC3)C2=O)cc1` (centres undefined)?
Rad51 HR inh: -2.1; zVAD death inh: 0.4; Hck Nef HTS: 0.2; FXIIa inh: 11.7; Cl transport mod: 0.459; TNF death inh: -0.6; thrombin 1536: 3.0; FXIa inh: -1.8; hK5 inh: 29.7

What do the screens show for `Cc1ccc2c(c1)N(N=O)CCC2`?
Rad51 HR inh: -1.0; zVAD death inh: 0.0; Hck Nef HTS: 1.1; FXIIa inh: 16.8; Cl transport mod: 1.2; TNF death inh: 1.5; thrombin 1536: -1.7; FXIa inh: 6.6; hK5 inh: -7.5

How did O=c1[nH]c2ccccc2n1C1CCN(CCCC(c2ccc(F)cc2)c2ccc(F)cc2)CC1 do in these assays?
Rad51 HR inh: -6.9; zVAD death inh: 6.4; Hck Nef HTS: -1.5; FXIIa inh: 8.6; Cl transport mod: -0.0834; TNF death inh: -8.5; FXIa inh: 3.2; hK5 inh: -7.0

Results for O=C(C(=O)N1CCOCC1)c1cn(Cc2ccccc2Cl)c2ccccc12 ?
Rad51 HR inh: 1.9; zVAD death inh: 2.4; Hck Nef HTS: -1.7; FXIIa inh: -6.6; Cl transport mod: 0.285; TNF death inh: -0.4; thrombin 1536: -3.8; FXIa inh: -2.6; hK5 inh: -15.6

What do the screens show for `S=C1NC2(CCCCC2)NC12CCCCC2`?
Rad51 HR inh: -3.2; zVAD death inh: 1.4; Hck Nef HTS: 6.7; FXIIa inh: 4.5; Cl transport mod: -0.0321; TNF death inh: 3.5; thrombin 1536: -6.1; FXIa inh: 1.0; hK5 inh: -4.5

Results for O=C1NC(=O)N(Cc2ccco2)C(=O)/C1=C\c1cccn1CCOc1ccccc1 ?
Rad51 HR inh: 3.6; zVAD death inh: -0.1; Hck Nef HTS: 27.2; FXIIa inh: 11.1; Cl transport mod: 0.446; TNF death inh: 0.7; thrombin 1536: -0.3; FXIa inh: 1.1; hK5 inh: 0.5

What do the screens show for `CN1/C(=C\C=Nc2ccccc2)C(C)(C)c2ccccc21`?
Rad51 HR inh: 7.6; zVAD death inh: -0.2; Hck Nef HTS: 0.7; FXIIa inh: 15.3; Cl transport mod: 0.518; TNF death inh: -7.6; thrombin 1536: -1.4; FXIa inh: -0.1; hK5 inh: 4.9

Results for CC(=O)Nc1ccc2c(c1)CC1(C(=O)N(C)C(=O)N(C)C1=O)C1CCCN21 (centres undefined) ?
Rad51 HR inh: -11.2; zVAD death inh: -0.1; Hck Nef HTS: 0.4; FXIIa inh: 5.4; TNF death inh: -1.8; thrombin 1536: 1.1; FXIa inh: -0.8; hK5 inh: -18.2

How did Cc1ccc(N2C(=O)/C(=C/N3CCN(C(=O)c4ccco4)CC3)C(=O)NC2=S)cc1C do in these assays?
Rad51 HR inh: 7.0; zVAD death inh: -0.3; Hck Nef HTS: -1.4; FXIIa inh: 17.3; Cl transport mod: -0.413; TNF death inh: -2.6; thrombin 1536: 4.3; FXIa inh: 4.3; hK5 inh: -4.4

How did N#CCC(=O)NN1Cc2ccccc2C1=N do in these assays?
zVAD death inh: -0.3; Hck Nef HTS: 2.6; FXIIa inh: 9.3; Cl transport mod: -0.086; TNF death inh: 0.9; thrombin 1536: -1.2; FXIa inh: 10.5; hK5 inh: -12.5

Results for O=C(c1cc2cc3ccc(Cl)cc3nc2o1)N1CCC2(CC1)OCCO2 ?
Rad51 HR inh: 0.4; zVAD death inh: 1.0; Hck Nef HTS: 2.7; FXIIa inh: 5.8; TNF death inh: -5.6; thrombin 1536: -3.1; FXIa inh: -3.6; hK5 inh: 1.3

Some of the compounds tested; the hit share may differ from the screen's.
